Compound activity: PubChem BioAssay, several laboratories
zVAD death inh = inhibitors of zVAD-triggered necroptosis, primary screen, L929 cells | L929 zVAD necroptosis rescue, ATP luminescence, 24 h; with zVAD 60 µM | viability rescue, % at 10 µM | hit rate 0.38% among 220,000 | AID 1377, 2008;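 active = activation, scaled between plate controls, above about 75%, limit read from the data; inactive = activation under that limit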;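 note: 0% = zVAD with DMSO and 100% = DMSO alone without zVAD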
KCC2 mod = KCC2 cotransporter modulators, thallium flux, primary screen, cell-based, HEK293 KCC2, FluoZin-2 fluorescence, MLSMR; Solute carrier family 12 member 5 (Homo sapiens), Q9H2X9; KCC2 cells, thallium flux FluoZin-2 fluorescence; B-score of Tl+ flux slope (higher = more flux/activation; lower = inhibition) at 10 µM; hit rate 2.2% among 190,000;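 active = thallium flux slope and its plate-corrected score both differing from the plate sample mean at a set confidence after two filtering rounds, in either direction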;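 note: slope of fluorescence scaled to starting intensity during 10 to 20 s after thallium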
PERK inh = block of dimerizer-induced PERK translation repression, primary screen, PERK inhibitor project, CHO PERK-DD cells, SEAP luminescence, HTS; Eukaryotic translation initiation factor 2-alpha kinase 3 (Homo sapiens), Q9NZJ5; CHO PERK-DD fusion, SEAP luminescence translation reporter; inhibition, % at 5.6 µM; hit rate 0.17% among 220,000;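 active = inhibition above the mean inhibition of all tested compounds plus 3 SD, set separately per screening campaign, cut at about 2.9% in these data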;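 note: PERK kinase domain activated by AP20187 dimerizer at 100 nM; 0% = DMSO with dimerizer and 100% = rapamycin at 8.4 µM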
eIF4E 4G PPI = eIF4E–eIF4G protein interaction inhibitors, primary screen, biochemical, uHTS, TR-FRET, eIF4GI fragment. inhibition, % at 21.7 µM. AID 782, 2007. hit rate 0.37% among 220,000. TR-FRET eIF4E-eIF4GI(517-606) binding, 2 h;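 active = inhibition above about 30%, limit read from the data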;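 note: 0% = full FRET control wells and 100% = background wells lacking eIF4GI fragment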
Rad51 HR inh = human RAD51 strand exchange inhibitors, primary screen, biochemical, fluorescence. AID 1385, 2008. DNA repair protein RAD51 homolog 1 (Homo sapiens), Q06609. inhibition, % at 10 µM. hit rate 0.085% among 200,000. hRad51 DNA strand exchange, fluorescence dequenching;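 active = inhibition above 40% at the single screening dose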;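 note: 0% = DMSO control wells and 100% = blanks with heterologous ssDNA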
Target sequence (Q06609 whole entry, looked up): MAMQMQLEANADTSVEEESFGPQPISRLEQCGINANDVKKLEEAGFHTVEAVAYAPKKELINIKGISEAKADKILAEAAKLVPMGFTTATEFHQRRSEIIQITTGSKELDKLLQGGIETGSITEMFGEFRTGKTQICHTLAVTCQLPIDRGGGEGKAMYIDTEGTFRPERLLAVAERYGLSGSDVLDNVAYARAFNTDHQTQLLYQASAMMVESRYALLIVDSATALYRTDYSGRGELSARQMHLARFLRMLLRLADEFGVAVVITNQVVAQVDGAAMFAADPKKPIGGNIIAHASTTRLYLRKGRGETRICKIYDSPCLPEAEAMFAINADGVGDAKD
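Test system – preformed human Rad51 ssDNA filaments · Reagent – Donor/quencher-labelled 47-bp dsDNA substrate · Incubation – 37 °C 15-min filament assembly, 30-min compound preincubation, 15-min exchange · Signal – FRET fluorescence dequenching, excitation 485 nm, emission 520 nm · Read-out – percent inhibition from fluorescence, normalised to plate control and blank means · Benchmarks – plate control and blank wells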
TNF necrop inh = inhibitors of TNF-alpha triggered necroptosis, primary screen, cell-based, Jurkat FADD-/-, single concentration. Jurkat FADD-/- TNF necroptosis rescue, ATP luminescence, 24 h; 0 = TNF only, 100 = no-TNF cells. activation (protection from cell death), % at 10 µM. hit rate 0.068% among 220,000. AID 463075, 2010;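 active = activation, meaning protection from cell death, of at least 50% relative to plate controls; inactive = activation below 50%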;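 note: necroptosis triggered by 40 ng/mL TNF-alpha added together with compound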
Calpain2 inh = inhibitors of pig calpain II, primary screen, biochemical, fluorogenic peptide substrate, 1536-well. AID 1236, 2008. inhibition, % at 16 µM. purified calpain II, 30 min. hit rate 0.37% among 220,000;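 active = inhibition above about 50%, limit read from the data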
EBV gp42 block = Epstein-Barr virus gp42 inhibitors, primary screen, biochemical, uHTS, fluorescence polarization; Glycoprotein 42 (Epstein-Barr virus (strain AG876)), Q1HVG2; Fluorescence polarization binding assay, mP read-out; inhibition, % (tested at 21.74 µM); hit rate 0.42% among 220,000; AID 1085, 2008; in the data active = inhibition above about 50%
Target sequence (Q1HVG2 whole entry, looked up): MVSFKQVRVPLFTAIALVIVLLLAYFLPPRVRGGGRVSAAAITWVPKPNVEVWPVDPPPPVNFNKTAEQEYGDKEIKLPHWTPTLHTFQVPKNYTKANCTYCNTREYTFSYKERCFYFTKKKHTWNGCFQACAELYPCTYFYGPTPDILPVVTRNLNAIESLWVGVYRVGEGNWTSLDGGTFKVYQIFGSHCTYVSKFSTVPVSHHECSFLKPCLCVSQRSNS
MDM2 E3 inh = MDM2-luciferase reporter signal enhancers, primary screen, MDM2 E3 ligase inhibitor project, cell-based, luminescence, 1536-well; E3 ubiquitin-protein ligase Mdm2 (Homo sapiens), Q00987; cell-based MDM2 ubiquitination luciferase reporter, 2 h; 0 = plate control, 100 = twice control, blank-subtracted; signal enhancement, % at 5 µM; hit rate 0.11% among 210,000;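 active = signal enhancement of 30% or more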;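 note: luminescence tracks abundance of the self-degrading MDM2-luciferase fusion protein; higher signal means inhibition of MDM2 E3 ligase activity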
Target sequence (Q00987 whole entry, looked up, the tested form may be a part): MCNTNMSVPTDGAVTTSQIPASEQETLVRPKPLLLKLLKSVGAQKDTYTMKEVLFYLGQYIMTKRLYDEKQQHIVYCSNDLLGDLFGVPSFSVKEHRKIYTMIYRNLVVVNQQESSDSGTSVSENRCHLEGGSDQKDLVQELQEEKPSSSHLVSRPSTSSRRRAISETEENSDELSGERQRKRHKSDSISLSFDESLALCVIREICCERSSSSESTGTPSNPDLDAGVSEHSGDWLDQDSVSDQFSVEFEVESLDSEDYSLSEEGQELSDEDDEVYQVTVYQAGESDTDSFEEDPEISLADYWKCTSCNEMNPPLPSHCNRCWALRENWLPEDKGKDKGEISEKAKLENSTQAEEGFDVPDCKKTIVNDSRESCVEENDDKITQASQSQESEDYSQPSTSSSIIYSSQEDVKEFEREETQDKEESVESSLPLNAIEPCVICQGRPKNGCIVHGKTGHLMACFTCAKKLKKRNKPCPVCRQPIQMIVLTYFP
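Assay system: mammalian cells stably expressing self-ubiquitinating, self-degrading MDM2 E3–luciferase fusion. Quantity: 2000 cells in each well. Medium: DMEM culture medium. Compound dosing: single-point 5 µM. Timing: cell settling 4 h, compound treatment 2 h, both 37 °C. Technique: luciferase luminescence. Read-out basis: percent signal gain over controls, blank-subtracted. Benchmarks: plate controls and plate blanks.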
* hit, by the source's call; / = no result given; [ ] = remark or other dose. Hits appear at their usual frequency; overall some 3.6% were active at least once.

SMILES	zVAD death inh	KCC2 mod	PERK inh	eIF4E 4G PPI	Rad51 HR inh	TNF necrop inh	Calpain2 inh	EBV gp42 block	MDM2 E3 inh
COc1cc2c(cc1OC)C(c1ccco1)CC(=O)N2 (configuration not stated)	3.2	1	0.8	-1	6	1.0	12	-19	-6
CC(=O)c1c(C)nc(C)nc1NC(=O)Cc1ccccc1	0.0	0.59	0.7	-1[fluorescence artefact?]	-4	-1.2	6	-10	3
CC(C)(C)NC(=O)C(=O)NC(=O)c1c(F)cccc1Cl	0.1	-1.5	0.1	-1	-7	-1.2	-8	-4	-16
CCn1c(SCC(=O)OC2CCCCC2)nc2ccccc2c1=O	0.0	-0.11	-0.3	9	-2	-2.2	24	-32	-9
CSc1nc2cc3c(cc2n1C(=O)c1ccc(C)cc1)OCCO3	-0.3	0.82	1.6	-1[fluorescence artefact?]	-5	-11	-38	7	-6
COCON1C(=O)CN(C(C)=O)C1c1ccc(Cl)cc1Cl (configuration not stated)	-0.2	-0.045	0.7	13	0	-2.9	9	-17	13
CCOc1ccc(N2C(=O)CC(n3ccc(C)n3)C2=O)cc1 (configuration not stated)	0.5	0.57	1.9	2[fluorescence artefact?]	-1	-0.3	-13	-21	-7
Cc1nc2cc(-n3ccc(=O)cc3)ccc2n1-c1ccccc1	-0.3	1.2	0.1	2	-4	-3.7	-50	1	-26
CCCOc1cccc(C(=O)Nc2cccnc2)c1	3.8	/	0.2	-5[fluorescence artefact?]	-10	-0.6	-17	-3	-17
COC(c1ccccc1)c1nnc(CCC(=O)NC2CCCCC2)o1 (configuration not stated)	5.7	0.81	0.6	-1	3	-0.2	-29	6	3
CC(c1ccon1)N(C)Cc1cn(C)nc1-c1ccc2c(c1)OCCO2 (configuration not stated)	0.6	0.14	-1.4	-4	-9	2.2	-11	-12	-11
CCOC(=O)c1ccc(NC(=S)NCC(O)c2ccccc2)cc1 (configuration not stated)	0.8	/	1.0	-3	/	-1.1	4	-3	-6
CC(C)C(NC(=O)Cc1ccccc1[N+](=O)[O-])C(C)C	1.3	0.66	0.7	0	10	0.5	-3	0	5
COc1ccccc1C(=O)Nc1ccc2c(c1)nc1n2CCN(Cc2ccccc2)C1	56	-0.48	-1.1	1	-45	8.8	-19	-13	5
Cc1nnc(SCC(=O)Nc2nsc(-c3ccc(C(C)(C)C)cc3)n2)s1	0.4	-2.4	1.6	-7	5	-1.5	22	-9	-25
Cc1cccc(C)c1NC(=O)CN	-0.2	2.3	1.1	-12	20	1.7	-19	-15	/
CCn1cc(C(=O)N2CCc3ccccc32)c(=O)c2cc(S(=O)(=O)N3CCCCCC3)ccc21	-0.3	-0.57	-1.0	8[fluorescence artefact?]	-6	0.8	-1	19	-9
O=C(Nc1ccc(Cl)cc1Cl)C1CCC(=O)N1Cc1ccccc1Cl (configuration not stated)	-0.2	0.46	-0.2	0[fluorescence artefact?]	-3	-2.4	-23	-12	-28
CCN1C(=O)/C(=C\N(C)C)NC1=S	0.0	-0.081	0.8	1	/	1.6	9	2	-6
CCn1cc([N+](=O)[O-])c(C(=O)N2CCN(C(=O)c3ccco3)CC2)n1	0.3	0.13	1.2	5	4	0.4	-10	-2	2
Cn1c(CS/C(N)=N/N=C/c2ccccc2)c(Br)c(=O)n1-c1ccccc1	/	-2.3	-0.3	0	/	-7.1	11	9	2
CC(C)N1CCN(Cc2ccsc2)CC1CCO (configuration not stated)	5.9	0.58	-0.6	3	2	0.7	-11	-6	-10
CCOc1ccc(-n2cnnn2)cc1S(=O)(=O)N1CCC(C)CC1C (configuration not stated)	0.7	0.45	1.6	4	1	0.9	2	-20	-6
O=C(CN1CCN(Cc2ccccc2)CC1)Nc1cccc(C(F)(F)F)c1	1.1	-0.81	0.4	5	1	1.1	-2	1	-21
O=C(NCc1ccccc1)Nc1cccn(Cc2ccc(F)cc2)c1=O	-0.1	0.39	-0.6	-4	/	2.1	-21	-13	-1
The list goes on.
SMILES	zVAD death inh	KCC2 mod	PERK inh	eIF4E 4G PPI	Rad51 HR inh	TNF necrop inh	Calpain2 inh	EBV gp42 block	MDM2 E3 inh
COc1ccc(S(=O)(=O)Nc2ccc(Oc3ncccn3)c(Cl)c2)cc1	0.2	-0.63	-0.7	-3	4	0.2	13	-21	-21
S=C(Nc1ccccc1)N1CCN(C(=S)c2ccccc2)CC1	1.8	0.81	0.4	-3	11	1.9	-12	8	-7
O=c1c2ccccc2c(C=Nc2ccc(O)cc2)c(O)n1-c1nccs1	0.8	-0.92	1.4	6	-7	-12	-22	-11	-12
O=S(=O)(Nc1cc(C(F)(F)F)ccc1N1CCOCC1)c1ccc2ccccc2c1	0.7	-0.96	-0.3	0	11	0.7	-2	0	-24
CCOc1cc(N2CCOCC2)c(OCC)cc1NC(=O)CCC1CCCC1	0.7	0.042	0.0	-5	-1	-0.3	-8	-14	2
Cc1ccnc(NS(=O)(=O)c2ccc(NC(=O)C3COc4ccccc4O3)cc2)n1 (configuration not stated)	-1.4	-0.7	1.1	-2	-2	0.0	28	-11	-10
O=C(c1ccccc1)c1ccc(OCC(O)CN2CCN(Cc3ccccc3)CC2)cc1 (configuration not stated)	-0.1	0.022	-1.1	-1	2	-2.2	10	-11	-5
COc1cccc(-c2cc(C(=O)N3C(C)CCCC3C)no2)c1 (configuration not stated)	0.0	-0.74	-1.5	6	-5	4.8	23	-13	-25
Cc1ccc(-c2nn(-c3ccccc3)cc2NC(=O)CCl)cc1	5.0	0.43	-0.3	2	-7	-12	12	-10	-39
Cc1ccc(S(=O)(=O)N2CCC(C(=O)N3CCC[C@H]3C(=O)NCc3ccco3)CC2)cc1	-1.3	0.074	-0.5	4[fluorescence artefact?]	2	-0.8	-6	-12	-15
CC1Cc2ccccc2N1c1ncnc2nc[nH]c12 (configuration not stated)	45	-0.88	1.1	-3	-3	8.9	-10	-10	-28
Cc1ccc(NC(C)C(=O)N/N=C/c2ccc([N+](=O)[O-])s2)cc1 (configuration not stated)	3.8	0.026	0.2	2	-2	-3.9	-6	-14	1
COc1cc(NC(=O)N[C@@H](Cc2ccccc2)C(=O)O)cc(OC)c1	/	-0.31	0.6	0	13	0.9	16	-1	-2
O=C(CN1CCCC1)N1c2ccccc2Sc2ccccc21	6.0	1.8	0.4	-3[fluorescence artefact?]	-6	1.4	1	-2	-6
CC(C)OCCCNC(=O)C(NS(=O)(=O)c1ccc2c(c1)c(=O)n(C)c(=O)n2C)c1ccccc1 (configuration not stated)	1.2	-0.47	0.7	-3	5	0.9	-12	-4	5
CCC(C)(C)NC(=O)C(c1ccncc1)N(C(=O)c1sc(C)nc1C)c1ccc(F)cc1 (configuration not stated)	-1.8	/	-0.9	1	18	0.6	-13	9	-2
Cc1nnc(-c2cnn(C)c2N)n1Cc1ccc2c(c1)OCO2	0.6	-0.71	0.8	1	-24	-0.7	-24	3	-6
CS(=O)(=O)c1cnc(-c2ccccc2)nc1Oc1ccc(F)cc1	0.6	-0.32	-0.2	-4[fluorescence artefact?]	-2	-3.5	-22	7	1
CC1CCN(CCCNC(=O)C2CC(=O)N(C3CCCCCC3)C2)CC1 (configuration not stated)	2.3	/	0.9	2	11	0.4	-10	-9	-2
S=c1[nH]nc(-c2ccco2)n1/N=C/C=C/c1ccccc1	-0.1	7*	0.4	9	/	3.3	-17	-18	-7
COc1ccc(-c2ccc(-c3noc(-c4ccco4)n3)c(OC)n2)cc1	-0.9	0.14	-0.3	2	-5	3.4	-178	-45	-13
Cc1cccc(C)c1NC(=O)C(NC=O)c1ccc(N(C)C)cc1 (configuration not stated)	-0.2	0.0009	0.0	-9	0	-3.0	-22	-2	-1
CCCCCOc1ccc(NC(=O)c2cc(SC)ccc2Cl)cc1	0.3	0.067	1.6	1	14	2.6	-16	0	-5
O=C(c1cc([N+](=O)[O-])cc([N+](=O)[O-])c1)N1CCN(Cc2ccc3c(c2)OCO3)CC1	0.4	1.1	0.4	-2	1	0.4	-12	0	-8
O=C(c1ccc(S(=O)(=O)N2CCOCC2)cc1)N1CCOCC1	1.6	-0.071	-0.1	0	-2	-0.2	10	-7	-14

Profiles, quoted from the list.
Listed for CCn1c(SCC(=O)OC2CCCCC2)nc2ccccc2c1=O : zVAD death inh = 0.0; KCC2 mod = -0.11; PERK inh = -0.3; eIF4E 4G PPI = 9; Rad51 HR inh = -2; TNF necrop inh = -2.2; Calpain2 inh = 24; EBV gp42 block = -32; MDM2 E3 inh = -9
Listed for S=c1[nH]nc(-c2ccco2)n1/N=C/C=C/c1ccccc1 : zVAD death inh = -0.1; KCC2 mod = 7*; PERK inh = 0.4; eIF4E 4G PPI = 9; Rad51 HR inh = /; TNF necrop inh = 3.3; Calpain2 inh = -17; EBV gp42 block = -18; MDM2 E3 inh = -7

(more compounds)
SMILES	zVAD death inh	KCC2 mod	PERK inh	eIF4E 4G PPI	Rad51 HR inh	TNF necrop inh	Calpain2 inh	EBV gp42 block	MDM2 E3 inh
CC(C)n1nnnc1SCC(=O)c1ccc2c(c1)OCCO2	0.4	-0.018	0.1	-3	5	4.2	-8	4	-13
CC(C)Cn1c(SCC(=O)NCc2ccco2)nnc1-c1ccncc1	2.5	0.99	0.6	-2	1	-1.4	1	8	5
COc1ccc(/C=C(\NC(=O)c2cccs2)C(=O)Nc2ccccc2C)cc1OC	0.8	0.14	-0.9	-1[fluorescence artefact?]	-16	1.9	4	9	-10
Cc1ccc(C(=O)NC(=S)Nc2ccc(N3CCOCC3)cc2)cc1C	0.1	3.7	0.5	-3	18	1.0	1	1	9
O=C(NN1C(=O)c2ccccc2NC1c1ccco1)c1ccc([N+](=O)[O-])cc1 (configuration not stated)	0.1	-0.34	-0.4	-2	-3	-2.3	62*	-8	-7
O=C(CSCc1cccc(Cl)c1)N1CCN(Cc2ccc3c(c2)OCO3)CC1	-0.5	/	-1.2	-8	3	0.1	-17	11	-16
CN1C2=NCCN2C(=O)c2cc(Cl)ccc21	1.6	0.3	0.9	1	0	3.9	-2	-18	-6
CC(=O)c1sc2nc(-c3cccs3)cc(C(F)(F)F)c2c1N	0.4	-0.03	1.9	-8	-224	-17	-458	-95	-9
Cn1c(SCc2nnc(-c3ccc(F)cc3)o2)nnc1C1COc2ccccc2O1 (configuration not stated)	-0.2	/	-0.1	2	-1	2.4	-20	-8	-2
Cc1ccc(S(=O)(=O)NCC(=O)OCc2nnc(-c3ccccc3)o2)cc1C	0.5	/	0.8	1	-10	1.5	-23	-17	-5
